# Bioassay records from PubChem BioAssay.
# BLM helicase inh = blocks DNA unwinding by human BLM helicase; 350,000 compounds, 0.2% hits; AID 2528; P54132; Potency, µM (series often up to 56.1 µM), without a hit: at the top dose activity change, negative = inhibition, usual class: inhibitors; recombinant BLM DNA unwinding, fluorescence dequenching;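 further: potency means the concentration at half of the fitted maximal effect; plate controls were vehicle for no effect and no enzyme for full effect; nearly all actives have a fitted effect of over 35% in size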
# LDHA block = inhibitors of human lactate dehydrogenase A | 480,000 compounds, 0.15% hits | P00338 | AID 1347041 | activity change, % (values are at about 110 or 230 µM) | purified LDHA, NADH/diaphorase-resazurin fluorescence; stronger effect = lower value; in the data active means activity change below about -30%; inconclusive means mostly about -25% to -30%;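 further: plate controls were DMSO wells for no effect and wells without enzyme for full effect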
#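 Resorufin fluorescence (ex540/em590), read at 0 and 20 min after diaphorase/resazurin addition, reports the NADH left after a 5 min room-temperature reaction of 2 nM human LDH5 with 0.06 mM NADH and 0.2 mM pyruvate.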
# APE1 inh = APE1 (human) endonuclease inhibition; P27695; recombinant APE1, TAMRA/BHQ-2 abasic DNA cleavage fluorescence; Potency, µM (series often up to 65.8 µM), without a hit: at the top dose activity change, negative = inhibition, hits mostly inhibitors; 350,000 compounds, 0.35% hits;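 further: potency means the concentration at half of the fitted maximal effect; plate controls were vehicle for no effect and reference inhibitor for full effect; nearly all actives have a fitted effect of over 55% in size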
#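 Quantitative HTS: incision of a TAMRA/BHQ-2 double-stranded substrate bearing a tetrahydrofuran abasic site by 0.75 nM APE1 raises fluorescence. Substrate 50 nM final, added after 15 min compound preincubation at room temperature; progress as third-minus-first kinetic read difference.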
# POLK inh = blocks human DNA polymerase kappa activity; purified Pol kappa, fluorescent DNA synthesis assay, 10 min; Potency, µM (highest dose often 107 µM), inactives show top-dose activity, negative = inhibition, hits mostly inhibitors; 400,000 compounds, 0.53% hits; further: potency means the concentration at half of the fitted maximal effect; on the % scale 0 is the no-effect control and ±100 the full control effect
# Target sequence (Q9UBT6 whole entry, looked up): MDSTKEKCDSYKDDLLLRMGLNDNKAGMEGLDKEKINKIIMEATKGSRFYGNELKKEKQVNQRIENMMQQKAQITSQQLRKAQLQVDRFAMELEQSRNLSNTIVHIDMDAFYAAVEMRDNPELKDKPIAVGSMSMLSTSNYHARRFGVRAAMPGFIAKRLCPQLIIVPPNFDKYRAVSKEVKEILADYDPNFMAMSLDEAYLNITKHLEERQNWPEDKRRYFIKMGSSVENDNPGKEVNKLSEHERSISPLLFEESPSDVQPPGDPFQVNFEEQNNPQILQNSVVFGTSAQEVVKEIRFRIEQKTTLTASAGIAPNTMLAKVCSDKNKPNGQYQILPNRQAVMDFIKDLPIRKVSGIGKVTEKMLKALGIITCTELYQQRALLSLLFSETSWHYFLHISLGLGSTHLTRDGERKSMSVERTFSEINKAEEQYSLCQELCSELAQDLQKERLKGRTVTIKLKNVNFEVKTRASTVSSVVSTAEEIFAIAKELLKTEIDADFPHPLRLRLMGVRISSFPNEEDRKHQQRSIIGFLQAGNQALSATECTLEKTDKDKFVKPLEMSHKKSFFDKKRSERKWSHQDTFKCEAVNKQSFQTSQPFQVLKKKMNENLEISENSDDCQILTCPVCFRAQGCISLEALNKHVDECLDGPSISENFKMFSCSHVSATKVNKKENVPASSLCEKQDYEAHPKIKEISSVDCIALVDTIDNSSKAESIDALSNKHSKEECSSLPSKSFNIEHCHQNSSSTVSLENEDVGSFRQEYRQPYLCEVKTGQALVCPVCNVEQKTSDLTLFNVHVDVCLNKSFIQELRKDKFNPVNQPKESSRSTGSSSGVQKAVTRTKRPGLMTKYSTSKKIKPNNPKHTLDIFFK
#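 50 nM final substrate added after 15 min RT preincubation of 10 nM Pol kappa with compound; fluorescence read at 0 and 10 min.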
# POLB inh = inhibitors of human DNA polymerase beta | P06746 | Pol beta primer extension/strand displacement, fluorescence kinetic | Potency, µM (doses to about 114 µM), without a hit: at the highest dose activity change, negative = inhibition, hits mostly inhibitors | 340,000 compounds, 1.3% hits | AID 485314; further: potency means the concentration at half of the fitted maximal effect; on the % scale 0 is the no-effect control and ±100 the full control effect
#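 Curves were derived by four-parameter Hill fits of normalized qHTS data. The kinetic fluorescent primer-extension read was taken at 0 and 10 min after 50 nM substrate, following a 15 min room-temperature preincubation of 10 nM enzyme with compounds.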
# Pol eta inh = blocks human DNA polymerase eta activity. Q9Y253. recombinant Pol eta, fluorescent DNA replication assay. Potency, µM (doses to about 114 µM), for inactives: at the highest dose activity change, negative = inhibition, actives largely listed as inhibitors. 390,000 compounds, 1.2% hits. AID 588591; further: potency means the concentration at half of the fitted maximal effect; on the % scale 0 is the no-effect control and ±100 the full control effect
#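 Pol eta (10 nM) was preincubated with compounds for 15 min at room temperature, after which fluorescent replication substrate (50 nM final) was added to start the reaction. Fluorescence was read kinetically at 0 and 10 min.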
# Glioma ERSR ind = induces the endoplasmic reticulum stress response in human glioma cells | 420,000 compounds, 0.02% hits | U87-MG GRP78 promoter luciferase reporter, 16 h | AID 602332 | Potency, µM, for the others: at the highest dose activation, actives largely listed as activators; further: potency means the concentration at half of the fitted maximal effect; series mostly up to about 76 µM; % of control where 0% means no effect; nearly all actives have a fitted effect of over 35% in size
#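 ERSR induction read as luciferase luminescence (Bright-Glo, 10 min at room temperature) in stably transfected human U87-MG glioma cells exposed to compounds for 16 h, using GRP78 as sensor.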
# POLI inh = inhibitors of human DNA polymerase iota. AID 588590. Potency, µM (doses to about 115 µM), for the others: at the highest dose activity, negative = inhibition, actives largely listed as inhibitors. 390,000 compounds, 1% hits. Pol iota fluorescent replication assay, 10 min. Q9UNA4; further: potency means the concentration at half of the fitted maximal effect
#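 Pol iota at 10 nM preincubated 15 min with compounds at room temperature; reaction started with fluorescent substrate, 50 nM final. Fluorescence read kinetically at 0 and 10 min; buffer-only wells as negative control.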
# Anesthetic bind = candidate novel general anesthetic via apoferritin binding | AID 485281 | Potency, µM (titrated, usually from 77.5 µM), without a hit: at the top dose activity change, negative = displacement, usual class: inhibitors | 350,000 compounds, 0.074% hits | apoferritin/1-aminoanthracene competitive binding, fluorescence | P02791; further: potency means the concentration at half of the fitted maximal effect; on the % scale 0 is the no-effect control and ±100 the full control effect; nearly all actives have a fitted effect of over 20% in size
# Target sequence (P02791 2-175 limits assumed): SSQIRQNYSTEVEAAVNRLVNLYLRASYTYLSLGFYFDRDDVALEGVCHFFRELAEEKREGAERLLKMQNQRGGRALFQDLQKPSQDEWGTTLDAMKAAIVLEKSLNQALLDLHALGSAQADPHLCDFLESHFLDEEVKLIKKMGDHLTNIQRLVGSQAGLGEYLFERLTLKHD
#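 10 uM apoferritin + 50% sat. 1-AMA, PBS; cpd 10 min RT; Ex380/Em535 endpoint; normalized to free probe vs complex; 4-param Hill fit; propofol titration as pos. ctrl.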
# The depositor's hits bear a star; ? = inconclusive; . = no result given; & = joins results of further samples; [ ] = dose if it differs, or a comment. Unless noted, the call rests on the fitted dose curve; in most records, active means well fitted curve in the direction sought with a large enough effect; inconclusive means small, poorly fitted or top-dose-only effect, or another doubt; inactive means no such curve, though single readings can be large; an effect the other way counts as inactive or inconclusive. The list is partial. The share of hits here may be higher or lower than overall.
SMILES,BLM helicase inh,LDHA block,APE1 inh,POLK inh,POLB inh,Pol eta inh,Glioma ERSR ind,POLI inh,Anesthetic bind
S=C(NC1CCCCC1)N1CCCCC1,0%,-14,-2%,-11%,2%,-1%,-4%,31%[activator],3%
Cc1ccc2cc(C#N)c(SCC(=O)N3CCCc4ccccc43)nc2c1C,-3%,-6,8%,-15%,15%,-4%,-4%,-5%,-7%
OC(COC(c1ccccc1)c1ccccc1)CN1CCOCC1 (stereo unspecified),0%,-2,-1%,4%,?,-6%,1%,-8%,-1%
COc1ccc(C2c3c(C)nn(-c4ccccc4)c3NC(=O)N2c2ccccc2)cc1 (stereo unspecified),2%,-1,-3%,-22%,2%,-11%,-4%,27%,-4%
N/C(=N\OC(=O)/C=C/c1ccccc1)c1ccncc1,2%,-5,3%,-21%,15%,-22%,2%,34%[activator],-8%
CCCCSc1nnc2c(n1)OC(C)N(C(C)=O)c1ccccc1-2 (stereo unspecified),-1%,3,.,6%,?,-19%,-1%,5%,-1%
NC1=NC(=Nc2cccc(S(=O)(=O)N3CCOCC3)c2)c2ccccc21,2%,-2,27%,1%,43%,-20%,-6%,9%,-10%
CCOC(=O)C1=C(O)/C(=C/c2cc(OC)c(OC)c(OC)c2)SC1=Nc1ccc(OC)cc1,-7%,-9,-4%,-1%,4%,6%,-4%,3%,-7%
CC#CCN(Cc1ccco1)C(=O)C1CCC(=O)N(Cc2ccccc2F)C1 (stereo unspecified),-2%,-5,15%,-3%,0%,-18%,2%,23%,-2%
COc1ccc(CCNS(=O)(=O)c2cnc(Cl)c(Br)c2)cc1OC,1%,-4,-2%,-10%,-19%,-14%,-5%,-21%,0%
CCN1CCN(S(=O)(=O)c2ccc(Cl)c(C(=O)NCc3ccco3)c2)CC1,.,-4,-12%,-10%,.,11%,-10%,40%[activator],.
CCCP(=O)(CC(=O)O)c1ccccc1 (stereo unspecified),0%,-4,-6%,0%,7%,-15%,-6%,-18%,-3%
Cc1cc(N2CCCCC2)nc(-c2ccc(Br)cc2)n1,-5%,-1,0%,-4%,0%,-26%,-7%,20%,-11%
CN(/C=C1/C(=O)CNC1=O)CCO,1%,-8,?,-8%,12%,-13%,1%,80%[activator],-11%
CCCCOC(=O)c1ccc(NC(=O)C(=O)NCc2ccco2)cc1,-1%,-4,9%,-15%,4%,1%,-3%,60%[activator],-2%
O=C(O)c1ccc(/C=C2\SC(=S)N(NC(=O)c3ccccc3[N+](=O)[O-])C2=O)cc1,-14%,-1,-2%,?,-1%,4%,-3%,?,-4%
CN(C)Cc1ccccc1-c1cc(N(C)Cc2ccco2)ncn1,-5%,.,-1%,0%[60.1 µM],.,.,-6%,.,.
C=CCn1c(COc2cccc3cccnc23)nnc1SCC(=O)OC,0%,-2,?,-13%,22%,1%,12%,1%,8%
O=[N+]([O-])c1ccc(Cl)c(/C=N/N2CCN(Cc3ccccc3)CC2)c1,-4%,0,0%,-5%,3%,-15%,-2%,30%,-20%
O=C(Cn1c(CC(=O)N2CCOCC2)nc2ccccc21)Nc1ccc2c(c1)OC(F)(F)O2,-3%,-3,3%,-4%,1%,-1%,-4%,?,?
N#Cc1c(NCc2ccccc2)ccnc1NCc1cccnc1,4%,1,10%,5%,11%,-10%,3%,-8%,-21%
Cc1ccc(NC(=O)C(=O)NCC(c2ccc3c(c2)OCO3)N2CCOCC2)cc1C (stereo unspecified),-2%,-5,.,-5%[60.1 µM],15%,-5%,4%,8%,2%
CC(C)[C@H](NC(=O)OC(C)(C)C)C(=O)NCC1CCC(C(=O)N[C@@H](Cc2ccccc2)C(=O)O)CC1 (stereo partly specified),-1%,-2,47%,-10%,5%,-8%,-5%,122%[activator],10%
Cc1ccc(CNC(=O)COC(=O)CN2C(=O)C3CC=CCC3C2=O)cc1 (stereo unspecified),.,-2,-6%,8%,.,-18%,-4%,24%,.
Cc1nc(C)c(-c2csc(Nc3ccccn3)n2)s1,-12%,-2,33%,-12%,-15%,-21%,-3%,24%,-4%

# Part of the list above with just Anesthetic bind, Glioma ERSR ind and POLI inh:
molecule	Anesthetic bind	Glioma ERSR ind	POLI inh
CC(C)[C@H](NC(=O)OC(C)(C)C)C(=O)NCC1CCC(C(=O)N[C@@H](Cc2ccccc2)C(=O)O)CC1 (stereo partly specified)	10%	-5%	122%[activator]
Cc1ccc(CNC(=O)COC(=O)CN2C(=O)C3CC=CCC3C2=O)cc1 (stereo unspecified)	.	-4%	24%
Cc1nc(C)c(-c2csc(Nc3ccccn3)n2)s1	-4%	-3%	24%

# Returning to the listing with the 3 entries that preceded the break.
SMILES,BLM helicase inh,LDHA block,APE1 inh,POLK inh,POLB inh,Pol eta inh,Glioma ERSR ind,POLI inh,Anesthetic bind
CC(C)[C@H](NC(=O)OC(C)(C)C)C(=O)NCC1CCC(C(=O)N[C@@H](Cc2ccccc2)C(=O)O)CC1 (stereo partly specified),-1%,-2,47%,-10%,5%,-8%,-5%,122%[activator],10%
Cc1ccc(CNC(=O)COC(=O)CN2C(=O)C3CC=CCC3C2=O)cc1 (stereo unspecified),.,-2,-6%,8%,.,-18%,-4%,24%,.
Cc1nc(C)c(-c2csc(Nc3ccccn3)n2)s1,-12%,-2,33%,-12%,-15%,-21%,-3%,24%,-4%
CCC1CCCCN1C(=O)COc1ccc(F)cc1 (stereo unspecified),-1%,-5,5%,-16%,6%,-12%,-3%,-3%,?
COc1cc(-c2[nH]nc3c2C(c2ccoc2)C(C#N)=C(N)O3)cc(OC)c1OC (stereo unspecified),-9%,-8,-8%,?,18µM*,?,7%,?,5%
CCC(=O)N1CCc2cc(S(=O)(=O)N(C)c3ccc(Br)cc3)ccc21,1%,0,27%,7%,18%,-27%,-2%,21%,-4%
COc1ccc(CCNC(=O)CSc2nc(C)nc3sccc23)cc1OC,2%,-2,0%,6%,9%,-21%,-2%,21%,6%
CCCCNC(=O)c1nn(-c2ccc(CC)cc2)nc1CO,0%,-5,.,-7%,4%,-15%,-2%,16%,-5%
CCOC(=O)c1cc(-c2ccc(C)cc2)n(CCC(=O)NC(C)CC)c1C (stereo unspecified),-2%,3,-10%,13%,-9%,-13%,-6%,-2%,-16%
CCOC(=O)CNC(=S)NN(C)C,-2%,-10,1%,-9%,-1%,-16%,-7%,34%[activator],11%
O=C(NCC(=O)N1CCCC1)c1cccs1,2%,-2,-3%,-1%,0%,10%,0%,14%,-11%
Cc1ccc(/C=C/C(=O)Nc2ccc(S(N)(=O)=O)cc2)o1,1%&-7%,-10&-3,-2%,-28%&-6%,3%&0%,-20%&-20%,4%&4%,?,-5%&0%
Cc1cccc(CN2CCC(Oc3ccc(C(=O)N4CCCCC4)cc3)CC2)c1,2%,0,9%,-3%,12%,-14%,-1%,11%,-21%
O=C(Cc1c[nH]c2ccccc12)Nc1nnc(C2CC2)s1,-8%,5,-1%,-5%,-2%,-4%,0%,18%,-15%
COCCCn1nnnc1SCC(=O)Nc1nc2ccccc2s1,-1%,7,6%,7%,14%,-7%,-1%,3%,-10%
O=C(CSCc1ccc(F)cc1)Nc1ccccc1C(=O)N1CCOCC1,4%,-9,3%,0%,18%,-10%,1%,10%,-5%
COc1ccc(/C=N/NC(=O)Cn2c(Cc3ccc(OC)c(OC)c3)nc3ccccc32)cc1,-6%,-3,-4%,-2%,27%,-19%,-2%,5%,-13%
Cc1cc(C)c2oc(=O)cc(CN3CCN(Cc4ccccc4)CC3)c2c1,3%,-1&8,3%,-15%,7%,-5%,-3%,-5%,-15%
CCOC(=O)c1cc(-c2csc(-c3cccc(Cl)c3)n2)on1,3%,2,-1%,3%,11%,-3%,2%,125%[activator],6%
CCOc1ccc(NC(=O)CC2C(=O)N(C)C(=S)N2Cc2ccco2)cc1 (stereo unspecified),0%,2,0%,-8%,5%,-13%,0%,5%,6%
CC(C)n1nnc(-c2ccc(OCc3ccccc3F)cc2)n1,-1%,-5,5%,-7%,11%,-3%,2%,0%,82%[activator]
COCC1CCN(C(=O)c2ccc3oc(Cc4ccccc4)nc3c2)C1 (stereo unspecified),-2%,1,21%,-8%,28%,-17%,-3%,32%[activator],-17%
O=C(CSc1nnc(Cc2ccccc2)n1-c1ccc(F)cc1)N1CCOCC1,0%,2,1%,-7%,-3%,-14%,-3%,-12%,-1%
O=C(O)CCC/C=C\C[C@@H]1[C@@H](/C=C/[C@@H](O)COc2cccc(C(F)(F)F)c2)[C@H](O)C[C@@H]1O,0%&1%,.,17%,-5%[60.1 µM],.,.,-5%,.,.
CC(=O)N1CCN(C(=O)c2ccco2)CC1,-2%,-13,-4%,-4%,22%,-3%,-3%,19%,6%
CC1CCN(CC(=O)Nc2ccc(N3CCCCCC3)cc2)CC1,0%,0,0%,3%,-3%,-16%,-1%,78%[activator],?

# Grouped by structure: the compounds so far containing a thiophene ring, fused or not (two)
SMILES,BLM helicase inh,LDHA block,APE1 inh,POLK inh,POLB inh,Pol eta inh,Glioma ERSR ind,POLI inh,Anesthetic bind
COc1ccc(CCNC(=O)CSc2nc(C)nc3sccc23)cc1OC,2%,-2,0%,6%,9%,-21%,-2%,21%,6%
O=C(NCC(=O)N1CCCC1)c1cccs1,2%,-2,-3%,-1%,0%,10%,0%,14%,-11%

# As entered above:
# Pol eta inh result of COc1ccc(CCNC(=O)CSc2nc(C)nc3sccc23)cc1OC is entered as -21%
# POLI inh result of COCCCn1nnnc1SCC(=O)Nc1nc2ccccc2s1 is entered as 3%
# BLM helicase inh result of CCOC(=O)c1cc(-c2ccc(C)cc2)n(CCC(=O)NC(C)CC)c1C (stereo unspecified) is entered as -2%
# BLM helicase inh result of CCOc1ccc(NC(=O)CC2C(=O)N(C)C(=S)N2Cc2ccco2)cc1 (stereo unspecified) is entered as 0%
